AmpC det inh: inhibitors of E. coli AmpC beta-lactamase with detergent | P00811 | purified AmpC, nitrocefin hydrolysis with detergent | Potency, µM (highest dose often 28.7 µM), for inactives: at the highest dose activity change, negative = inhibition | 71,000 tested, 0.09% active; active means well fitted curve in the direction sought with a large enough effect
Target sequence (P00811 whole entry, looked up): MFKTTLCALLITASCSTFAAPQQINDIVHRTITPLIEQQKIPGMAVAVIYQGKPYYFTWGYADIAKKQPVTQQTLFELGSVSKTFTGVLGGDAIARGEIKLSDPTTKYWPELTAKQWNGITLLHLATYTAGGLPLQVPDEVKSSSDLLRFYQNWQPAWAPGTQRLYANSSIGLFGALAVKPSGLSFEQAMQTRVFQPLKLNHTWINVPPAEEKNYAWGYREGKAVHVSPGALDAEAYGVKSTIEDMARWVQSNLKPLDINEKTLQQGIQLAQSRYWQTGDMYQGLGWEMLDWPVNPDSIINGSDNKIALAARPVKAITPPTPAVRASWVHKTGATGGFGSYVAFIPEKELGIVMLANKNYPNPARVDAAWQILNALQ
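E. coli AmpC (5.3 nM) in 20 mM phosphate pH 7.0 with 0.01% Triton X-100, preincubated 15 min RT with compound; nitrocefin (2 uL of 800 uM stock) hydrolysis followed by 480 nm absorbance every 20 s over 4 min.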
* = called active by the depositor; [ ] = dose if it differs, or a comment. On the % scale 0 is the no-effect control and ±100 the full control effect; potency means the concentration at half of the fitted maximal effect. A portion of the library (hit frequency here may not be typical).

SMILES | AmpC det inh
Cc1ccc(Cl)cc1NC(=O)CSc1nnc(C)n1-c1ccccc1 | -2%
CCOC(=O)c1c(-c2ccccc2)csc1NC(=O)CSc1nnnn1C | 9%
COc1ccc(C2/C(=C(/O)c3ccccc3)C(=O)C(=O)N2CC(C)O)c(OC)c1 (centres undefined) | -1%
COc1cc(CN/C(C)=C(\C#N)C(N)=O)cc(OC)c1OC | -2%
O=C1NC(=O)c2cc([N+](=O)[O-])ccc21 | 8%
Cc1cccn2c(=O)c3cc(C(=O)N4CCCc5ccccc54)n(C)c3nc12 | 0%
CCc1nc(SCC(=O)N2CCCc3ccccc32)c2c(=O)n(C)c(=O)n(C)c2n1 | 5%
Cc1nnc(Sc2nc3ccccc3o2)c2ccccc12 | -3%
CC(=O)SCC[N+](C)(C)C | 0%
Cc1[nH]c2ccccc2c(=O)c1CN(C)Cc1ccccc1 | -5%
Cc1ccc(-n2ncc3c(NCC4CCCO4)ncnc32)c(C)c1 (centres undefined) | -4%
Nc1nc2c(c(=O)[nH]1)N(C=O)[C@H](CNc1ccc(C(=O)N[C@@H](CCC(=O)O)C(=O)O)cc1)CN2 | 0%[12.8 µM]
CCNc1nc2c(c(=O)n(Cc3ccccc3)c(=O)n2C)n1Cc1ccccc1 | -6%
Cc1ccc(OCC2Cn3c(nc4c3c(=O)n(C)c(=O)n4C)O2)cc1 (centres undefined) | 0%
Cc1occc1-c1nnc(SCC(=O)c2c(N)n(Cc3ccccc3)c(=O)n(C)c2=O)n1C | -7%
O=C(Cn1c(=O)oc2ccccc21)N(Cc1ccccc1)C1CCS(=O)(=O)C1 (centres undefined) | -3%
CCCCNC(=O)COC(=O)c1cc2c(C)nn(-c3ccccc3)c2s1 | 12%
O=C(O)CC1NC(=O)N(c2ccc(Cl)cc2)C1=O (centres undefined) | 0%
O=C(O)C1CCCCC1C(=O)NCCc1ccc(Cl)cc1 (centres undefined) | -3%
O=C(NCc1ccccn1)C1CCCN(Cc2cnn(-c3ccccc3)c2-n2cccc2)C1 (centres undefined) | 1%
NC(=O)C1CCN(c2nc(-c3ccccc3)nc3ccccc23)CC1 | -7%
COC(=O)Cc1nc2ccccc2[nH]1 | -4%
COc1ccc(Oc2ncc3nc(CCc4ccccc4)c(=O)n(C[C@H]4CCCO4)c3n2)cc1 | -2%
Cc1ccc(C)c(N2CCN(C(=O)CCCOc3cc(=O)n(C)c4ccccc34)CC2)c1 | -6%
CC(C)c1ccc(NC(=O)C2C3C=CC4(CN(CCCN5CCOCC5)C(=O)C24)O3)cc1 (centres undefined) | 4%
COc1ccc(OC)c(-c2cc(C(=O)O)c3cc4ccccc4cc3n2)c1 | -3%[5.75 µM]
Brc1ccc(Nc2c3c(nc4ncnn24)CCC3)cc1 | -2%
CCCCNc1ncnc2c1cnn2-c1ccc(C)cc1C | 11%
O=C(Nc1ccncc1)c1cncc(Br)c1 | -4%
COc1ccc(-c2nc(CSCC(=O)N3CCC4(CC3)OCCO4)c(C)o2)cc1OC | -1%

Compounds from the list above with a carbonyl joined to an NH by a bond outside any ring (ten):
SMILES | AmpC det inh
Cc1ccc(Cl)cc1NC(=O)CSc1nnc(C)n1-c1ccccc1 | -2%
CCOC(=O)c1c(-c2ccccc2)csc1NC(=O)CSc1nnnn1C | 9%
COc1cc(CN/C(C)=C(\C#N)C(N)=O)cc(OC)c1OC | -2%
Nc1nc2c(c(=O)[nH]1)N(C=O)[C@H](CNc1ccc(C(=O)N[C@@H](CCC(=O)O)C(=O)O)cc1)CN2 | 0%[12.8 µM]
CCCCNC(=O)COC(=O)c1cc2c(C)nn(-c3ccccc3)c2s1 | 12%
O=C(O)C1CCCCC1C(=O)NCCc1ccc(Cl)cc1 (centres undefined) | -3%
O=C(NCc1ccccn1)C1CCCN(Cc2cnn(-c3ccccc3)c2-n2cccc2)C1 (centres undefined) | 1%
NC(=O)C1CCN(c2nc(-c3ccccc3)nc3ccccc23)CC1 | -7%
CC(C)c1ccc(NC(=O)C2C3C=CC4(CN(CCCN5CCOCC5)C(=O)C24)O3)cc1 (centres undefined) | 4%
O=C(Nc1ccncc1)c1cncc(Br)c1 | -4%

Next section
SMILES | AmpC det inh
COCCNc1ncncc1-c1ccccc1OC | 2%
NC(=O)C1CCN(C(=O)CSCc2ccccc2Cl)CC1 | -1%
COc1cc2c(OC)cccc2cc1C(=O)O | 0%
C[N@+]1(CCC(=O)c2ccccc2)CC[C@H]2CC[C@H](C2)C1 | -5%[5.75 µM]
Cc1ccc(-c2nnc(SC(C)C#N)n2N)cc1 (centres undefined) | 20%
Cc1cc(C)n(-c2nc(C)nc3c2cnn3-c2ccccc2)n1 | -1%
Cc1cc(NC(=O)c2cc(Cl)ccc2Cl)no1 | -2%
Cc1ccc(CC2C(=O)N(c3ncccn3)C(=O)C2C)cc1 (centres undefined) | 8%
Fc1ccccc1Cn1nnc2c(NCc3ccccn3)ncnc21 | 12%
COc1ccccc1-n1c(SCC(=O)Nc2nnc(C)s2)nc2c(c1=O)SCC2 | 11%
CC1CC(C)(C)CC2(C1)NC(=O)N(CC(=O)NCC(c1ccco1)N1CCCCC1)C2=O (centres undefined) | 3%
COc1ccccc1NC(=O)C1=C(C)NC(=O)NC1c1ccc(C)cc1 (centres undefined) | 9%
Cn1cc(C(=O)NC2CCCCC2)c(=O)c2cc(S(=O)(=O)N3CCCC3)ccc21 | -4%
CCCCN(CCCC)C(=O)CCS(=O)(=O)c1ccc2c(c1)n(C)c(=O)c(=O)n2C | -2%
O=C(CCS(=O)(=O)c1ccc(Br)s1)NCc1cccs1 | 8%
O=C(CCn1cccc1)NCc1ccc(Cl)cc1 | -2%
CCOC(=O)CN(C(=O)CNC(=O)c1ccco1)C(C(=O)NC1CCCCC1)c1cccc(OC)c1 (centres undefined) | -2%
CCCCC(=O)Nc1ccc(C(=O)Nc2ccc3c(c2)OCO3)cc1 | -4%
COC(=O)CSc1nc2ncc(Cl)cc2[nH]1 | -2%
O=C(O)C1C2C=CC(C2)C1C(=O)OC1CC2CCC1C2 (centres undefined) | -3%
CCc1ccc(N2CSC3=C(C#N)C(c4cccs4)CC(=O)N3C2)cc1 (centres undefined) | -6%
CC(=O)NC(CCS(C)(=O)=O)C(=O)Nc1ccc(C)c(F)c1 (centres undefined) | -1%
Cc1cc(C)c(C)c(S(=O)(=O)NCC(=O)N2CCCC2)c1C | -2%
Nc1ccc2c(c1)C(=O)N(CCCC(=O)O)C2=O | -7%
CCOc1cc(C)c(C(C)C)cc1S(=O)(=O)N1CCOCC1 | -1%
CN(C)CCNC(=O)c1ccc2c(c1)N(Cc1ccc(F)cc1)CCS2 | 13%
CN1CCN(CCCNC(=O)C2CCN(c3nnc(-n4cccc4)s3)CC2)CC1 | 9%
COc1ccc2cc3cc(C(=O)Nc4ccc5c(c4)OCCO5)oc3nc2c1 | 0%
Cc1cnc(CNc2ncncc2-c2ccccc2C#N)cn1 | 10%
CC1(C)S[C@@H]2[C@H](NC(=O)C3(N)CCCCC3)C(=O)N2[C@H]1C(=O)O | 0.013µM*
COC(=O)/C=c1/s/c(=C(\C#N)C(=O)NCc2ccco2)n(-c2ccc(C)cc2)c1=O | -2%
COC(=O)C1=C(C)NC(C)=C(C(=O)OC)C1c1ccccc1[N+](=O)[O-] | 8%
COc1ccccc1CNC(=O)CN1CCN(Cc2ccc(Cl)cc2)C1=O | 4%
CC(=O)NCCn1c(SCC#N)nc2ccccc2c1=O | 1%
CS(=O)(=O)N1CCN(C(=O)c2ccccc2F)CC1 | -1%
COC(=O)c1c(-c2cccc(OC)c2)csc1N | 3%
CCc1nnc(NC(=O)CSc2nc3cccnc3n2C2CCCCC2)s1 | 7%
CCN(CC)c1ccc2c(c1)oc(=O)c1c(Cl)cc(=O)oc12 | -2%
C=CCOc1ccccc1C1C2=C(CC(C)(C)CC2=O)Nc2c1c(=O)n(C)c(=O)n2C (centres undefined) | -3%
CC1CCN(S(=O)(=O)N2CCC(C(=O)NCc3cccs3)CC2)CC1 | -2%
CCC(CO)NCc1ccc2c(c1)n(C)c(=O)n2C (centres undefined) | -1%
COc1ccc(-c2cc(C(F)(F)F)n3nc(C(=O)N4CCOCC4)nc3n2)cc1 | -2%
COCCCNC(=O)Cn1nnc(-c2ccccc2NC(=O)c2ccccc2F)n1 | -2%
S=c1[nH]nc(-c2ccco2)n1-c1cccc2ccccc12 | 9%
O=c1ccsn1Cc1ccccc1 | -2%
O=C(CSc1nc2ccccc2[nH]1)Nc1ccc2c(c1)OCCO2 | 3%
CC[C@@](O)(C(=O)O)c1cc2n(c(=O)c1CO)Cc1cc3ccccc3nc1-2 | -4%[5.75 µM]
Cc1ccc(N2CCN(C(=O)C3CCN(S(=O)(=O)c4cccc5nsnc45)CC3)CC2C)cc1 (centres undefined) | -2%
Cc1cccc(C)c1NC(=O)CNc1ccccc1 | 0%
CCOc1ccc(C(C)=O)cc1N1C(=O)C2C3C=CC(C3=C(C)C)C2C1=O (centres undefined) | 2%
CCN(C(=O)COC(=O)c1cc(C)n(-c2ccc(F)cc2)c1C)C1CCS(=O)(=O)C1 (centres undefined) | -3%
Cc1ccc(C(N)=O)cc1S(=O)(=O)Nc1cccc(C)c1C | -1%
O=C1OCCC1Sc1nc(-c2ccccc2)cs1 (centres undefined) | -3%
CCn1c(SCC(=O)Nc2cc3oc4ccccc4c3cc2OC)nnc1-c1cccs1 | -2%
CC1CC(C)CN(CCC(=O)Nc2cccc(Cl)c2)C1 (centres undefined) | -4%
Cc1ccc(-c2c3c(=O)n(C)c(=O)n(C)c3cn2N2CCOCC2)cc1 | 1%
Cc1ccc(OCC(=O)Nc2ccc(S(=O)(=O)Nc3onc(C)c3C)cc2)cc1 | -2%
Cc1ccccc1C(=O)N1CCC(C(=O)Nc2ccc(F)cc2)CC1 | -3%
COc1cccc(N2CC(O)=C(c3nc4ccccc4c(=O)[nH]3)C2=N)c1 | -6%
CC(C)CC(=O)N=C1SC2CS(=O)(=O)CC2N1CCc1ccccc1 (centres undefined) | 2%

Carrying on:
SMILES | AmpC det inh
COc1cc(C(=O)N(CCCO)Cc2cc3ccc(C)c(C)c3[nH]c2=O)cc(OC)c1OC | -3%
CCOc1ccccc1NC(=O)C1Cc2ccccc2CN1S(C)(=O)=O (centres undefined) | -2%
N=C(N)c1ccc(/C=C\c2ccc(C(=N)N)cc2)cc1 | -4%[5.75 µM]
O=c1c2[nH]c3ccc(F)cc3c2ncn1CCCN1CCOCC1 | -1%
Cc1ccc(C)c(NC(=O)CCn2nc(C)cc2C)c1 | 8%
CCOC(=O)N1CCC(NC(=O)c2cc3c(C)nc4ccccc4c3o2)CC1 | 5%
C[C@@]1(C(NC(=O)Cc2ccc(C(F)(F)F)cc2)c2ccc(-c3ccccc3)cc2)C[C@H]1C1CCCCC1 (some centres undefined) | 0%
CC[C@H](C)C(=O)O[C@@H]1[C@H](O)[C@@H]2[C@H](CN3C[C@@H](C)CC[C@@H]3[C@@]2(C)O)[C@@H]2C[C@@]34O[C@@]5(O)[C@@H](OC(=O)[C@](C)(O)CC)CC[C@@]3(C)[C@H]5[C@H](OC(C)=O)[C@@H](OC(C)=O)[C@H]4[C@]12O | -5%[12.8 µM]
CCOC(=O)Cn1c(=O)c2c(nc3n2CCCCN3c2ccc(OCC)cc2)n(C)c1=O | 30%
CN(C)c1ncc2nc(-c3ccccc3)c(=O)n(Cc3ccc(F)cc3)c2n1 | -3%
CCn1c(SCc2nc(-c3ccccc3)no2)nc2ccccc21 | 9%
Cc1cccc(N2CCN(S(=O)(=O)c3cnc[nH]3)CC2)c1C | 6%
COc1ccc(C(=O)NC(=O)Nc2cc(C)ccn2)cc1 | 14%
O=C(c1cn(-c2ccccc2)nc1-c1cccnc1)N1CCCCC1 | 0%
OCCN(CCO)c1nc(N2CCCCC2)c2nc(N(CCO)CCO)nc(N3CCCCC3)c2n1 | 0%

Taken from above:
Value of `CC[C@H](C)C(=O)O[C@@H]1[C@H](O)[C@@H]2[C@H](CN3C[C@@H](C)CC[C@@H]3[C@@]2(C)O)[C@@H]2C[C@@]34O[C@@]5(O)[C@@H](OC(=O)[C@](C)(O)CC)CC[C@@]3(C)[C@H]5[C@H](OC(C)=O)[C@@H](OC(C)=O)[C@H]4[C@]12O` in AmpC det inh: -5%[12.8 µM]
Value of `CCOC(=O)N1CCC(NC(=O)c2cc3c(C)nc4ccccc4c3o2)CC1` in AmpC det inh: 5%

(continued)
SMILES | AmpC det inh
O=C(Cn1cc2c(n1)CCCCC2)N1CCc2ccccc21 | 6%
c1cc(C2N3CCCN2CC3)ccn1 (centres undefined) | -4%[5.75 µM]
CCN1CCN(Cc2nc3c(c(=O)n(C)c(=O)n3C)n2Cc2cccc3ccccc23)CC1 | 1%
Cc1ccc(S(=O)(=O)N2C3C=CC(C3)C2C(=O)O)cc1 (centres undefined) | 10%
N#Cc1nc(-c2ccccc2F)oc1NCCN1CCOCC1 | 13%
Cc1cc(C)n(-c2nnc3n2N=C(c2ccccc2)CS3)n1 | -4%
COC(=O)c1ccc(C)c(NS(=O)(=O)c2ccc(NC(C)=O)cc2)c1 | -5%
Cc1nc(-c2ccc(C(=O)O)cc2)cs1 | 6%
Cn1c(CC(=O)Nc2ccccc2)nnc1SCC(=O)c1ccccc1 | -4%
CCOCCCNC(=O)C(NC(=O)c1ccc(=O)[nH]c1)c1ccccc1 (centres undefined) | -1%
Cc1noc(C)c1COC(=O)c1cc2c3ccccc3n(C)c2s1 | -4%
Cc1cnc(-c2nnc(N(C)C(=O)C3CCCO3)s2)cn1 (centres undefined) | -1%
CCOC(=O)CNC(=O)c1cc(-c2ccc3c(c2)OCCO3)oc1C | 9%
COc1ccc(-c2noc(CCC(=O)Nc3nc4ccccc4s3)n2)cc1 | -5%
COc1cc(-c2noc(-c3cccs3)n2)cc(OC)c1OC | 0%
Cc1ccc(CNC(=O)C2CCN(S(=O)(=O)N3CCOCC3)CC2)cc1 | -1%
COc1ccccc1CNc1cc(-c2c(C)noc2C)ncn1 | 8%
O=C(/C=C/Nc1ccccc1Br)c1ccccn1 | 7%
Cc1cc(C)nc(-n2nc(C)cc2NC(=O)CN2CCC(C)CC2)n1 | -3%
